Bioassay records from PubChem.
C2C12 statin – suppressors of statin myotoxicity in C2C12 myotubes, primary screen, cell-based, single point, plate reader. C2C12 myotubes + simvastatin, ATP luminescence, 48 h; scaled: DMSO 0, geranylgeraniol control 100. rescue of ATP level, % at 7.49 µM. 330,000 compounds, 0.78% hits;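 active = mean ATP rescue above about 67%, or every replicate alone reaching that limit, limit read from the data, passing the limit was not always enough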;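 note: myotubes were challenged with 10 µM simvastatin during compound exposure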
PglD inh – C. jejuni PglD acetyltransferase inhibitors, primary screen, biochemical, DTNB colorimetric, single point. 360,000 compounds, 0.098% hits. inhibition, % at 12.5 µM. purified PglD enzyme, DTNB colorimetric CoA detection; in the data active = inhibition above about 16%, passing the limit was not always enough; note: strong numbers were not always called active
Cneo AK release – Cryptococcus neoformans cell lysis inducers, primary screen, AK release luminescence, single concentration; C. neoformans lysis, adenylate kinase release luminescence, 4 h; normalised: neutral wells 0, clomiphene wells 100; 360,000 compounds, 0.2% hits; lysis activity, % at 15 µM;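 active = mean lysis activity across replicates of at least 80%, whatever share of replicates individually reach that level; inactive = mean lysis activity below 80%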
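Material: C. neoformans cells; Schedule: 4 h static compound exposure, 37 °C, read 1 h post-reagent; Measured by: adenylate kinase release luminescence; Read-out: signal increase indicating cell lysis; Controls: Clomiphene as positive lysis control.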
PGC1a acetyl inh – inhibitors of PGC1a acetylation signal, primary screen, cell-based, U2OS, AlphaScreen, inhibitor mode | AlphaScreen anti-acetyl-lysine; with virally co-expressed GCN5 acetyltransferase | inhibition, % at 15.6 µM | 350,000 compounds, 0.17% hits | AID 651687, 2012;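 active = every replicate shows inhibition of at least 40%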;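 note: 0% = neutral control wells and 100% = positive control wells; some results beyond the cut were filed as inactive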
LGR2 antag – inhibitors of bursicon-induced LGR2 CRE-luciferase signal, primary screen, cell-based, HEK293, CRE-luciferase reporter, bursicon stimulation | Drosophila bursicon receptor LGR2 (rickets) | bursicon-stimulated, 4 h | inhibition, % at 9.99 µM | 380,000 compounds, 0.35% hits;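 active = drop in luminescence signal, shown as inhibition above about 50% in the replicate tests, limit read from the data, passing the limit was not always enough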;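 note: agonist challenge used bursicon conditioned medium at about half maximal strength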
PAX8 reporter – inhibitors of PAX8-driven TPO luciferase reporter, primary screen, RMG-I cells, single concentration. SteadyGlo, 24 h. inhibition, % at 12.6 µM. 360,000 compounds, 1.2% hits;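 active = mean replicate inhibition at least 60% with every replicate also reaching 60%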;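 note: luciferase light reporting Pax8 driven TPO promoter activity; plate controls were median of neutral control wells for no effect and mitoxantrone controls for full effect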
INS-1E GSIS act – GLuc luminescence reporter in INS-1E cells, primary screen for activators of glucose-dependent secretion of insulin | INS-1E GLuc reporter insulin secretion, 2-3 h | activation, % at 16.6 µM | 370,000 compounds, 0.61% hits;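 active = lowest replicate activation of at least 40%, so every replicate reaches that level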;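 note: 0% = median of neutral control wells and 100% = median of IBMX positive control wells; some compounds called inactive have numbers as strong as hits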
ARNT-TACC3 inh – disruptors of ARNT/TACC3 protein interaction, primary screen, biochemical, AlphaScreen, single concentration. Transforming acidic coiled-coil-containing protein 3 (Homo sapiens), Q9Y6A5. AlphaScreen His-ARNT PAS-B/GST-TACC3 binding, luminescence; TACC3 fragment carries E629A point mutation. inhibition, % at 9.99 µM. 390,000 compounds, 0.66% hits;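 active = mean inhibition of replicates at least 50% and at least half of replicates each reaching 50%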;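 note: 0% = complete ARNT plus TACC3 wells and 100% = ARNT alone without TACC3; many hits fall short of the cut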
The depositor's hits bear a star; / = no result given; & = joins results of further samples.

SMILES	C2C12 statin	PglD inh	Cneo AK release	PGC1a acetyl inh	LGR2 antag	PAX8 reporter	INS-1E GSIS act	ARNT-TACC3 inh
COc1ccc(N2CC(C(=O)NCCC3=CCCCC3)CC2=O)c(OC)c1 (stereo not drawn)	20	-4	-2	/	7	-1	12	-5
O=C(C[C@H]1CC[C@@H]2[C@H](COC[C@H](O)CN2C(=O)c2ccccc2F)O1)NCc1ccc(Cl)c(Cl)c1	-10	-2	0	-10	-6	9	-8	1
CC(NC(=O)CCNS(=O)(=O)c1ccc2c(c1)c(=O)n(C)c(=O)n2C)c1ccccc1 (stereo not drawn)	-3	1	8	-8	-7	/	9	10
CCn1c(CC(C)C)n[nH]c1=S	11	-2	2	6	/	9	/	-3
O=C(N/N=C/C(Cl)=C/c1ccccc1)c1ccncc1	/	/	/	-5	-10	-33	5	/
CCOC(=O)CSc1nc2cc(C(=O)NCc3ccco3)ccc2c(=O)n1-c1ccc(F)cc1	/	/	/	1	13	/	8	0
Cc1cccn2c(/C=N/OCc3ccc(F)cc3)c(-c3ccc(Cl)cc3)nc12	/	-7	0	3	/	/	/	-3
CC1CC(C)CN(C(=O)COc2cccnc2[N+](=O)[O-])C1 (stereo not drawn)	2	-6	-3	8	8	4	-11	0
COc1ccc(NC(=O)C2(C)Cc3c(-c4cccc(C(F)(F)F)c4)ccnc3O2)cn1 (stereo not drawn)	-56	1	1	-22	/	18	/	/
O=C1NN(c2ccccc2)C(=O)/C1=C\c1ccccc1	5	11	0	22	-4	4	3	8.4*
C[C@@H]1CCCCO[C@H](CN(C)Cc2ccncc2)[C@H](C)CN([C@@H](C)CO)C(=O)c2cc(NC(=O)NC3CCCCC3)ccc2O1	-63	-1	0	4	-1	83*	-4	/
COc1ccc(-c2c(C#N)c(SCc3c(C)noc3C)nc3c2C(=O)CC(C)(C)C3)cc1	13	5	3	11	/	/	/	6
COc1ccc(C(=O)N/N=C/c2ccc(N3CCOCC3)o2)cc1OC	/	/	/	/	3	1	-4	8
NS(=O)(=O)c1cccc(NC(=O)CN2CCc3ccccc32)c1	/	/	/	8	24	3	28	-12
CC(C)CC(=O)C1=C(O)C(=O)N(Cc2ccccc2)C1c1ccccc1 (stereo not drawn)	-1	4	-4	-10	3	10	-11	-1
Cc1noc(C)c1NC(=O)N[C@H]1CC[C@@H](CC(=O)N2CCN(C)CC2)O[C@@H]1CO	-12	-1	-2	5	-7	/	-1	5
O=S(=O)(c1cccc2nsnc12)N1CCCCC1	-1	-4	-2	11	9	7	1	-14
O=C(Oc1ccccc1-c1nnco1)c1ccc(Cl)cc1	-5	-4	-2	40	/	/	/	-10
O=C(Cc1ccccc1)Nc1ccccc1Oc1ccccc1	7	/	/	/	-9	-1	-12	-7
COc1ccccc1S(=O)(=O)Nc1ccc2cn[nH]c2c1	/	-5	1	-2	4	29	9	2
COc1ccc(Nc2nc(-c3cccs3)cs2)c(OC)c1	1	-1	-3	-8	/	/	/	-6
O=C1C=CC(=Nc2ccc3c(c2)C(=O)c2ccccc2-3)O1	3	-7	-1	-3	-8	-7	1	14
Cc1cc(C)cc(NC(=O)CCN2CCOCC2)c1	0	3	-2	/	/	17	/	-3
C[C@H]1CN([C@@H](C)CO)C(=O)CCCn2nncc2CO[C@@H]1CN(C)C(=O)c1ccccc1	6&-17	2&5	2&2	7&3	9&-10	0&-6	-7&-1	-3
COc1ccc(S(=O)(=O)N2CCCCN3[C@H](CO)[C@@H](c4ccc(C#CC5CC5)cc4)[C@@H]3C2)cc1	/	0	-1	-2	7	-20	6	10

Next part.
SMILES	C2C12 statin	PglD inh	Cneo AK release	PGC1a acetyl inh	LGR2 antag	PAX8 reporter	INS-1E GSIS act	ARNT-TACC3 inh
c1coc(-c2ccnc(-c3ccncc3)n2)c1	/	/	/	1	-8	-7	5	-5
CC(C)CC(=O)N=C1SC2CS(=O)(=O)CC2N1Cc1ccccc1Cl (stereo not drawn)	/	0	0	10	3	3	-2	/
Cc1cc(=O)oc2cc(OCC(=O)Nc3ccccc3C(=O)O)ccc12	13	-1	1	-5	6	8	13	-1
COc1cccc(CNC(=O)C[C@H]2CC[C@H]3[C@@H](COc4ccc(NC(C)=O)cc4C(=O)N3C)O2)c1	/	/	/	-5	4	-12	9	/
COCCN(CCOC)c1nc(S(=O)(=O)c2ccc(C)cc2)c(Cl)s1	-3	2	-3	2	/	/	/	-7
COc1cccc(C(=O)N2CCN(C(=O)c3cccc4ccccc34)CC2)c1OC	0	-1	1	4	10	/	-9	-5
CCOc1cc(NC(=S)NCC(C)C)c(OCC)cc1NC(=O)c1cccs1	-36	8	0	-23	/	/	/	/
C[C@@H]1CN([C@@H](C)CO)C(=O)c2cc(NC(=O)Nc3ccc(F)cc3)ccc2O[C@@H]1CN(C)S(=O)(=O)c1ccc(F)cc1	-40	-1	-1	-6	7	/	-6	0
CC(=O)N1[C@H](C(=O)NCCCN(C)C)[C@@H](CO)[C@@H]2Cn3c(ccc(-c4cccc(F)c4)c3=O)[C@@H]21	-34	2	6	/	-5	-15	9	/
O=C(C[C@@H]1CC[C@H]2NC[C@@H](O)COC[C@@H]2O1)N1CCc2ccccc2C1	3	1	-3	12	22	-41	5	-37
CCN1CCN(c2ccc(S(=O)(=O)N3CCCCC3)cc2NC(=O)Cc2ccccc2)CC1	3	-2	0	/	-9	9	-2	2
O=C(CSc1nnc(-c2cccnc2)n1Cc1ccco1)Nc1cccc(O)c1	7	-1	-2	-9	6	0	-6	/
CC1CCN(c2ccc(NC(=S)NC(=O)c3ccc(-c4cccc([N+](=O)[O-])c4)o3)cc2)CC1	0	-1	1	5	/	/	-18	2
CC(C)C(=O)Nc1cccc(-c2cn3ccccc3n2)c1	-14	/	/	/	0	-11	16	-7
O=C(NCCN1CCOCC1)/C(=C\c1ccc(Br)cc1)NC(=O)c1cccs1	/	/	/	/	6	-15	16	-13
Cc1cccc(NC(=O)Nc2ccc(S(=O)(=O)Nc3onc(C)c3C)cc2)c1	0	4	-8	10	-14	-87	4	-3
COc1cc(/C=C/CN2CCN(Cc3ccc(C)o3)C(CCO)C2)ccc1O (stereo not drawn)	/	/	/	-11	9	4	-8	4
O=[N+]([O-])c1c(Nc2ccc(O)cc2)cc(Cl)c2nonc12	31	7	1	/	41	113*	122	18
CC(=O)NC(c1ccc(F)cc1)c1cccnc1 (stereo not drawn)	-15	-5	-1	-1	/	/	/	3
CCC(C)(C(=O)NC1CCCCC1)N(Cc1ccco1)C(=O)CC1NC(=O)NC1=O (stereo not drawn)	6	-7	1	15	/	-10	/	/
COCC(=O)N1[C@@H](CO)[C@@H](c2ccccc2)C12CN(Cc1cc(F)ccc1F)C2	/	/	/	10	28	7	8	/
COc1ccc(-n2nc(C(=O)NCC(=O)Nc3ccccn3)c3ccccc3c2=O)cc1Cl	-2	0	-1	4	/	34	/	-8
O=C(NCc1ccccc1)Nc1cc(Cl)ccc1Cl	-5	-3	2	-1	-6	-13	12	/
COc1ccc(Cc2noc(CN3CCCC(C(=O)c4cccs4)C3)n2)cc1OC (stereo not drawn)	/	/	/	-2	-21	2	11	7
CC1(C(=O)NCc2ccc3c(c2)OCO3)CCN1Cc1csc2ccccc12 (stereo not drawn)	10	0	0	-3	-15	8	-30	/
CCSc1oc(-c2ccco2)nc1S(=O)(=O)c1ccc(C)cc1	-6	-3	-1	-1	7	-3	31	2
CCOc1ccc(C(=O)CCC(=O)NN2CCCCC2)cc1	5	1	-3	-6	-22	-2	-8	/
COc1ccc2nc(C3CCCCC3)c3c(c2c1)CCC3	-1	1	4	-8	-4	14	8	-6
CCCc1cn(CC[C@H]2CC[C@H](NC(=O)C3CCCC3)[C@@H](CO)O2)nn1	7	2	-3	-7	3	4	11	-6
